NFkB binder: binders of NF-kB p50 subunit, primary screen, biochemical, small molecule microarray, anti-His fluorescence; Nuclear factor NF-kappa-B p105 subunit (Homo sapiens), P19838; anti-His fluorescence binding; calls only; 17,000 compounds, 1.3% hits;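 active = spot fluorescence over background significantly raised, with a chance value under 7% in all four replicate spots of the compound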;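 note: probe protein is his-tagged human p50 processed subunit at 1 µg/ml; raw spot fluorescence signals with no normalization applied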
Target sequence (P19838 1-433 limits assumed): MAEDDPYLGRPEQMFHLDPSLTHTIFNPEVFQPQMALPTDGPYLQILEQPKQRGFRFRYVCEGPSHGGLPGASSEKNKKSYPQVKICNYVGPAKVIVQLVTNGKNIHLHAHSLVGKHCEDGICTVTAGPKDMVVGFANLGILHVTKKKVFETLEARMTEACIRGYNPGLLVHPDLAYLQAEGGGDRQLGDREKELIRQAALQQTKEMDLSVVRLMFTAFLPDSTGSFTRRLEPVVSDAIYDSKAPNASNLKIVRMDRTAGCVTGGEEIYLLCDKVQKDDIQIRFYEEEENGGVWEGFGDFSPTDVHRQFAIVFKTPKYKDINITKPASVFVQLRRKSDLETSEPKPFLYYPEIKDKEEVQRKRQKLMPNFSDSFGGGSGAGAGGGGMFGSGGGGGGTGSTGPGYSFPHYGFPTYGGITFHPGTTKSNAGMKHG
Calls only; i = inactive; + = active, no number.

SMILES	NFkB binder
CC(C)NC(=O)Nc1ccc2c(c1)C(=O)N([C@H](C)CO)C[C@H](C)[C@H](CN(C)C(=O)C1CCCCC1)OCCCC[C@H](C)O2	i
C[C@@H]1CN([C@@H](C)CO)C(=O)c2cccc(NC(=O)Nc3ccc4c(c3)OCO4)c2O[C@H]1CN(C)S(=O)(=O)c1cccs1	i
O=C1C2C=C(I)[C@H](C[C@@H]2OCCCCO)[C@@]12CO2	i
Cc1cc2nc(Nc3nc4ccccc4c(=O)[nH]3)nc(C)c2cc1C	i
C=C1C(=O)O[C@@H]2[C@H]1[C@H](O)C[C@]1(C)[C@@H](O)CC=C(C)[C@@H]21	i
C[C@@H]1CN([C@@H](C)CO)C(=O)CCCn2cc(nn2)CO[C@@H]1CN(C)Cc1ccc2c(c1)OCO2	i
C[C@H](CO)N1C[C@H](C)[C@H](CN(C)C(=O)CCC(F)(F)F)OCCCC[C@H](C)Oc2ccc(N(C)C)cc2C1=O	i
CC(CO)(CO)NC(=O)NC1CCCCC1	i
C[C@@H]1CN([C@@H](C)CO)C(=O)c2cc(N(C)C)ccc2O[C@@H]1CN(C)Cc1ccc2c(c1)OCO2	i
COC(=O)CSc1nc2sc3c(c2c(=O)n1Cc1ccccc1)CCCC3	i
C=CCOC(=O)[C@H]1[C@@H]2C(=O)O[C@@H](c3ccccc3)[C@@H](c3ccccc3)N2[C@@H](c2ccc(OCCOC(=O)[C@H]3C[C@H]4C(=O)N[C@@H](CCCCNC(C)=O)C(=O)N4[C@H]3c3cccc(OCCO)c3)cc2)[C@]12C(=O)Nc1ccccc12	i
COc1ccc(CN(C)C[C@H]2Oc3ccc(NS(=O)(=O)c4cn(C)cn4)cc3C(=O)N([C@H](C)CO)C[C@H]2C)cc1	i

Next section; it opens with the four that closed the last part.
SMILES	NFkB binder
C[C@@H]1CN([C@@H](C)CO)C(=O)c2cc(N(C)C)ccc2O[C@@H]1CN(C)Cc1ccc2c(c1)OCO2	i
COC(=O)CSc1nc2sc3c(c2c(=O)n1Cc1ccccc1)CCCC3	i
C=CCOC(=O)[C@H]1[C@@H]2C(=O)O[C@@H](c3ccccc3)[C@@H](c3ccccc3)N2[C@@H](c2ccc(OCCOC(=O)[C@H]3C[C@H]4C(=O)N[C@@H](CCCCNC(C)=O)C(=O)N4[C@H]3c3cccc(OCCO)c3)cc2)[C@]12C(=O)Nc1ccccc12	i
COc1ccc(CN(C)C[C@H]2Oc3ccc(NS(=O)(=O)c4cn(C)cn4)cc3C(=O)N([C@H](C)CO)C[C@H]2C)cc1	i
O=C(NCc1ccccc1)[C@@H]1c2ccccc2C(=O)N(CC23CC4CC(CC(C4)C2)C3)[C@H]1c1ccc(CO)cc1	i
COc1ccc(NC(=O)Cn2c(=O)n(-c3ccc(Cl)cc3)c(=O)c3c4c(sc32)CCCC4)cc1	i
Cc1ccc(S(=O)(=O)Nc2ccc3c(c2)CC(=O)N([C@@H](C)CO)C[C@@H](C)[C@H](CN(C)C(=O)Nc2c(C)noc2C)O3)cc1	i
O=c1c2ccccc2[nH]c(=S)n1CCCn1ccnc1	i
CC1OC(c2cc3oc(-c4ccccc4)cc(=O)c3c(O)c2O)CC(O)C1O (centres undefined)	i
Cn1c(OCc2cccnc2)nc2c1c(=O)n(Cc1ccc(Cl)c(Cl)c1)c(=O)n2C	i
C[C@@H]1CN([C@@H](C)CO)C(=O)c2cc(NS(C)(=O)=O)ccc2O[C@H]1CN(C)C(=O)Nc1ccccc1	i
C[C@@H]1CCCCO[C@@H](CN(C)C(=O)Nc2ccccc2)[C@H](C)CN([C@H](C)CO)C(=O)c2cc(NC(=O)CCCN(C)C)ccc2O1	i
COc1ccc(-n2c(SCC(=O)N3CCOCC3)nnc2-c2ccccc2)cc1	i
CCS(=O)(=O)c1ccc2nc(SCC(=O)n3c4c(c5ccccc53)CCCC4)oc2c1	i
Cc1nn(C)cc1CNC(=O)c1cnn2c(C(F)F)cc(C3CC3)nc12	i
COC(=O)c1c2oc(c1C(=O)OC)C(=O)N[C@@H](Cc1ccccc1)Cn1cc(nn1)[C@H](Cc1ccccc1)NC(=O)N[C@@H](CO)CC2	i
C[C@H](CO)N1C[C@H](C)[C@H](CN(C)Cc2ccc(-c3ccccc3)cc2)Oc2c(NC(=O)NC3CCCCC3)cccc2C1=O	i
CC(C)NC(=O)Nc1ccc2c(c1)C(=O)N([C@@H](C)CO)C[C@@H](C)[C@H](CN(C)C(=O)CCCN(C)C)OCCCC[C@@H](C)O2	i
C[C@H](CO)N1C[C@H](C)[C@@H](CN(C)S(=O)(=O)c2ccc(F)cc2)Oc2ccc(NC(=O)Cc3cn(C)c4ccccc34)cc2C1=O	i
COc1ccc(NC(=O)CSc2nc(C)cc(C(F)(F)F)n2)c([N+](=O)[O-])c1	i
CC(C)NC(=O)N(C)C[C@H]1OCCCC[C@@H](C)Oc2ccc(NC(=O)c3ccncc3)cc2C(=O)N([C@@H](C)CO)C[C@H]1C	+
Cc1noc(C)c1NC(=O)Nc1cccc2c1O[C@@H](CN(C)Cc1ccc(C(F)(F)F)cc1)[C@H](C)CN([C@@H](C)CO)C2=O	i
Cc1noc(C)c1S(=O)(=O)N(C)C[C@H]1OCCCC[C@@H](C)Oc2ccc(N(C)C)cc2C(=O)N([C@H](C)CO)C[C@@H]1C	i
C[C@H]1CN([C@@H](C)CO)C(=O)CCCn2cc(nn2)CO[C@@H]1CN(C)S(=O)(=O)c1ccc(C#N)cc1	i
O=C(CCc1nc2ccccc2[nH]1)Nc1cccc(C(F)(F)F)c1	i
COc1ccc(S(=O)(=O)N(C)C[C@H]2OCCCC[C@H](C)Oc3ccc(NC(=O)Cc4ccccc4)cc3C(=O)N([C@H](C)CO)C[C@H]2C)cc1	i
C[C@H](CO)N1C[C@H](C)[C@H](CN(C)Cc2ccc3c(c2)OCO3)Oc2ccc(N(C)C)cc2C1=O	i
N#Cc1ccc(NC(=O)CCC(=O)O)cc1	i

Grouped by structure: the entries above with an NH in an aromatic ring
SMILES	NFkB binder
Cc1cc2nc(Nc3nc4ccccc4c(=O)[nH]3)nc(C)c2cc1C	i
O=c1c2ccccc2[nH]c(=S)n1CCCn1ccnc1	i
O=C(CCc1nc2ccccc2[nH]1)Nc1cccc(C(F)(F)F)c1	i

3 entries from above, ordered by number of heavy atoms, low to high:
SMILES	NFkB binder
O=C(CCc1nc2ccccc2[nH]1)Nc1cccc(C(F)(F)F)c1	i
Cc1noc(C)c1NC(=O)Nc1cccc2c1O[C@@H](CN(C)Cc1ccc(C(F)(F)F)cc1)[C@H](C)CN([C@@H](C)CO)C2=O	i
COc1ccc(S(=O)(=O)N(C)C[C@H]2OCCCC[C@H](C)Oc3ccc(NC(=O)Cc4ccccc4)cc3C(=O)N([C@H](C)CO)C[C@H]2C)cc1	i

Other compounds follow:
SMILES	NFkB binder
CC(C)NC(=O)N(C)C[C@@H]1Oc2ncc(C#Cc3ccc(C(F)(F)F)cc3)cc2C(=O)N([C@H](C)CO)C[C@@H]1C	+
C[C@@H]1CN([C@H](C)CO)C(=O)c2cc(NS(=O)(=O)c3ccccc3)ccc2O[C@H]1CN(C)C(=O)Nc1ccc(C(F)(F)F)cc1	i
Nc1c(S(=O)(=O)O)cc(Nc2ccc(Cl)cc2)c2c1C(=O)c1ccccc1C2=O	i
C[C@H](CO)N1C[C@H](C)[C@@H](CN(C)Cc2ccncc2)Oc2ccc(NC(=O)Nc3ccc4c(c3)OCO4)cc2C1=O	i
C=CCN1C(=O)[C@@]2(O[C@@H](CCn3cc(CCO)nn3)[C@H]([Si](C)(C)c3ccc(OC)cc3)[C@H]2C)c2cc(N3CCOC3=O)ccc21	i
C[C@@H]1CN([C@@H](C)CO)C(=O)CCCn2cc(nn2)CO[C@H]1CN(C)Cc1ccccc1	i
CNC[C@H]1Oc2ccc(NC(=O)Nc3ccc4c(c3)OCO4)cc2C(=O)N([C@H](C)CO)C[C@H]1C	i
C[C@@H]1CN([C@@H](C)CO)C(=O)c2cccc(NC(=O)NC3CCCCC3)c2O[C@H]1CN(C)S(=O)(=O)c1cccs1	i
C[C@@H]1CN([C@H](C)CO)C(=O)c2cccc(N(C)C)c2O[C@@H]1CN(C)Cc1ccccc1	i
Cc1noc(C)c1NC(=O)N(C)C[C@@H]1Oc2ccc(NC(=O)NC(C)C)cc2CC(=O)N([C@@H](C)CO)C[C@H]1C	i
C=CCNC(=O)[C@@H]1[C@H]2C(=O)O[C@H](c3ccccc3)[C@H](c3ccccc3)N2[C@H](c2ccccc2OCCO)[C@@]12C(=O)N(C(=O)OCCOC)c1ccccc12	i
C[C@@H]1CN([C@H](C)CO)C(=O)c2cccc(NC(=O)Nc3ccc(C(F)(F)F)cc3)c2O[C@@H]1CN(C)Cc1ccncc1	i
Cc1ccnc(SCC(=O)Nc2sc3c(c2C#N)CCC(C(C)(C)C)C3)n1 (centres undefined)	i
CN(CC(=O)O)C(=O)c1ccc(S(=O)(=O)N2CCCC2)cc1	i
C[C@@H]1O[C@@H](OC[C@H]2O[C@@H](OCCc3ccccc3)[C@H](O)[C@@H](O)[C@@H]2O)[C@H](O)[C@H](O)[C@H]1O	i
C[C@H]1CN([C@@H](C)CO)C(=O)c2cccc(NC(=O)C3CCOCC3)c2O[C@@H]1CN(C)S(=O)(=O)c1cn(C)cn1	i
Cc1noc(C)c1NC(=O)N(C)C[C@@H]1Oc2c(NC(=O)c3ccc(-c4nccs4)cc3)cccc2C(=O)N([C@@H](C)CO)C[C@@H]1C	i
C[C@@H]1CCCCO[C@@H](CN(C)C(=O)C2CCCCC2)[C@@H](C)CN([C@H](C)CO)C(=O)c2cc(NS(=O)(=O)c3ccccc3)ccc2O1	i
C[C@@H]1CN([C@H](C)CO)C(=O)c2cc(NC(=O)Nc3ccccc3)ccc2O[C@@H](C)CCCCO[C@H]1CN(C)C(=O)C1CCCCC1	i
O=C(O)C1CCCCC1C(=O)Nc1ccc(S(=O)(=O)N2CCCCC2)cc1 (centres undefined)	i
Cc1ccc(OCC(=O)Nc2cc(Cl)ccc2N2CCOCC2)c(C)c1	i
C/C=C(\C)C(=O)O[C@@H]1[C@@H](OC(C)=O)C2[C@@]3(C)CC[C@H](OC4CC(OC)C(OC5CC(OC)C(OC6CC(OC)C(OC7OC(C)C(OC8OC(CO)C(O)C(O)C8O)C(OC)C7O)C(C)O6)C(C)O5)C(C)O4)CC3=CC[C@@]2(O)[C@@]2(O)CC[C@H](C(C)=O)[C@@]12C (some centres undefined)	+
COc1ccc(NC(=O)Nc2cccc3c2O[C@@H](CN(C)S(=O)(=O)c2ccc(Cl)cc2)[C@H](C)CN([C@@H](C)CO)C3=O)cc1	i
COc1ccc(S(=O)(=O)N(C)C[C@H]2Oc3ccc(NC(=O)C4CC4)cc3C(=O)N([C@H](C)CO)C[C@H]2C)cc1	i
COc1ccc(NC(=O)Nc2ccc3c(c2)C(=O)N([C@H](C)CO)C[C@@H](C)[C@@H](CN(C)S(=O)(=O)c2cn(C)cn2)O3)cc1	i
C=CCNc1ncnc2ccc(Br)cc12	i
COc1ccc(CN(C)C[C@@H]2Oc3ccc(NC(=O)Nc4ccc5c(c4)OCO5)cc3CC(=O)N([C@H](C)CO)C[C@@H]2C)cc1	i
Cc1noc(C)c1NC(=O)Nc1cccc2c1O[C@@H](CN(C)Cc1ccc(C(F)(F)F)cc1)[C@H](C)CN([C@H](C)CO)C2=O	i
COc1ccc(CN(C)C[C@H]2Oc3c(NC(=O)c4cnccn4)cccc3C(=O)N([C@@H](C)CO)C[C@@H]2C)cc1	i
CC(C)NC(=O)Nc1ccc2c(c1)C(=O)N([C@@H](C)CO)C[C@@H](C)[C@@H](CN(C)C(=O)Nc1ccccc1)OCCCC[C@H](C)O2	i
CC(C)(C)n1nc(-c2cccc3ccccc23)c2c(N)ncnc21	i
O=C(NCc1ccccc1)C1=C[C@H](c2ccc3c(c2)OCO3)C[C@H](OCCCCO)O1	i
CC[C@H](C)C(=O)O[C@H]1CCC=C2C=C[C@H](C)C(CCC3C[C@@H](O)CC(=O)O3)[C@H]21 (some centres undefined)	i
CC(C)NC(=O)N(C)C[C@@H]1Oc2ccc(NC(=O)Nc3ccc(F)cc3)cc2CC(=O)N([C@H](C)CO)C[C@@H]1C	i
Cc1noc(C)c1NC(=O)N(C)C[C@H]1Oc2ccc(NC(=O)Nc3ccc4c(c3)OCO4)cc2CC(=O)N([C@H](C)CO)C[C@H]1C	i
Cc1ccc(S(=O)(=O)N(C)C[C@@H]2Oc3ccc(NC(=O)C4CC4)cc3CC(=O)N([C@H](C)CO)C[C@H]2C)cc1	i
O=C(CSc1nnc2scc(-c3ccccc3)n12)Nc1nsc(-c2ccccc2)n1	i
COc1ccc(COCC23N=C4SCC(=O)N4[C@H](c4ccccc4O2)[C@H]3CO)cc1	i
COc1cc2c(cc1OC)CN(C(=O)[C@@H]1[C@H]3C(=O)O[C@H](c4ccccc4)[C@H](c4ccccc4)N3[C@H](c3ccccc3OCCO)[C@@]13C(=O)Nc1ccc(C#CCNC(N)=O)cc13)CC2	+
C[C@H](CO)N1C[C@H](C)[C@H](CN(C)C)Oc2ccc(NC(=O)CCCN(C)C)cc2C1=O	i
O=C1O[C@@H](c2ccccc2)[C@@H](c2ccccc2)N2[C@@H](c3ccccc3OCCO)[C@]3(C(=O)Nc4ccccc43)[C@@H](C(=O)O)[C@H]12	i
C[C@@H]1CN([C@@H](C)CO)C(=O)c2cccc(NS(C)(=O)=O)c2O[C@@H]1CN(C)C(=O)Nc1cccc2ccccc12	i
C[C@@H]1CCCCO[C@@H](CN(C)S(=O)(=O)c2cn(C)cn2)[C@@H](C)CN([C@@H](C)CO)C(=O)c2cc(NC(=O)c3ccccc3)ccc2O1	i
O=S(=O)(N[C@@H]1CCCN(Cc2ccc(OCCO)cc2)C1)c1cc(Cl)ccc1Cl	i
CNC[C@@H]1OCCCC[C@H](C)Oc2ccc(NC(=O)Nc3ccc(C(F)(F)F)cc3)cc2C(=O)N([C@@H](C)CO)C[C@@H]1C	i
C[C@H](CO)N1C[C@H](C)[C@H](CN(C)S(=O)(=O)c2cn(C)cn2)Oc2c(NC(=O)NC3CCCCC3)cccc2C1=O	i
CS(=O)(=O)N(CC(=O)NC1CC1)c1cccc(C(F)(F)F)c1	i

These rows are one share of the data; count on the stated rates, not on these rows.
